IL1B NFkB pot: enhances IL-1B driven NFkB nuclear translocation | HUVEC IL-1B NFkB p65 nuclear translocation imaging | activation, % at 2 µM | hit rate 0.3% among 94,000 | AID 819;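 active = activation above 40%, about the mean plus 3 SD, also judged a hit on visual image review; inconclusive = activation above 40% but not a hit on visual review; inactive = activation not above 40% and no visual hit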;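 note: percent activation is computed from the nuclear over cytoplasmic p65 intensity ratio; values of inactives mirror those of a sister screen read the other way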
NFkB transloc inh: blocks IL-1B driven NFkB nuclear translocation in HUVEC cells; HUVEC IL-1B NFkB p65 nuclear translocation imaging; inhibition, % at 2 µM; hit rate 0.43% among 94,000; AID 796;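 active = inhibition above about 30% together with a positive call from visual inspection of the well image, limit read from the data; inconclusive = inhibition above a set limit but visual check negative; inactive = inhibition not above a set limit, visual check negative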;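 note: nuclear over cytoplasmic p65 intensity ratio measured by imaging; 0% = IL-1B stimulated DMSO wells and 100% = unstimulated DMSO wells; values of inactives mirror those of a sister screen read the other way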
Bcl-B TR3 displacers: displacers of TR3 peptide from Bcl-B, primary screen, selectivity assay for Bfl-1 inhibitor project, biochemical, fluorescence polarization | FP displacement of FITC-TR3 peptide from Bcl-B; higher % means a stronger effect | hit rate 0.11% among 96,000 | AID 748 | one-dose displacement, % at 20 µM; IC50 in µM for titrated hits;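 active = displacement above 50% at 20 µM plus a fluorescence interference ratio under 1.5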;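 note: plate controls were wells without compound for no effect and wells lacking Bcl-B protein for full effect; a part of the inactive calls stands beside numbers as strong as those of hits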
MRP reversal: compounds reversing MRP-mediated drug resistance; H69AR cells + 2 uM doxorubicin, CellTiter-Glo, 72 h; differential viability (reversal), % at 10 µM; hit rate 0.04% among 85,000; AID 602;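 active = viability drop by adding the cancer drug above about 55%, with treated viability meeting a 40% cutoff, limit read from the data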;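 note: viability without doxorubicin minus viability with 2 µM doxorubicin for each compound; larger differential means the compound sensitizes cells more to doxorubicin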
PLAP inhibitors HTS: inhibition of human placental alkaline phosphatase – biochemical, luminescence, HTS (AID 690). purified PLAP, luminescent substrate; higher % means a stronger effect. inhibition, % at 20 µM, or IC50 in µM where a hit was titrated. hit rate 0.08% among 96,000; in the data active = a potency from the dose series; inactive = the rest, 99 in 100 with inhibition below about 30%; note: strong numbers were not always called active
MRP reversal cytotoxicity: recorded beside MRP reversal, whose call it bears; viability, %; H69AR cells, CellTiter-Glo, 72 h; measured here: cytotoxicity without doxorubicin
MRP reversal with doxorubicin: second read-out of MRP reversal, no call of its own (marks repeat the call); viability, %; measured here: viability with 2 uM doxorubicin; active compounds read low
NFkB transloc inh cell count 2 µM: further read-out of NFkB transloc inh, marked with its call; cell count; measured here: cells passing quality filter;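 raw number of nuclei counted in each imaged well without normalization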
IL1B NFkB pot cell count 2 µM: also measured in IL1B NFkB pot; calls as there; cell count; measured here: cells passing quality filter
* hit, by the source's call; ? = inconclusive; . = no result given. An excerpt; the hit share may differ from the screen's.

item	SMILES	IL1B NFkB pot	IL1B NFkB pot cell count 2 µM	NFkB transloc inh	NFkB transloc inh cell count 2 µM	Bcl-B TR3 displacers	MRP reversal	MRP reversal cytotoxicity	MRP reversal with doxorubicin	PLAP inhibitors HTS
1	O=C(O)CN1C(=O)Nc2ccc(Br)cc2C1c1ccccc1 (configuration not stated)	.	.	.	.	-3%	14	96	82	-40%
2	CSC1=N/C(=C\C=C\c2cccs2)C(=O)S1	6	185	-6	185	-16%	-8	70	78	1%
3	COc1cccc(NC(=O)COC(=O)c2c(-c3ccccc3)noc2C)c1	-6	139	6	139	-4%	8	78	70	21%
4	O=C(OCC#CCSc1nc2ccccc2o1)c1ccco1	18	168	-18	168	-1%	-8	95	103	19%
5	NC(=O)CC(NC(=O)OCc1ccccc1)C(=O)O (configuration not stated)	0	196	0	196	-19%	8	102	94	-12%
6	O=C(Cn1c(=O)oc2ccccc21)NCc1ccco1	11	136	-11	136	-1%	.	.	.	19%
7	CCOc1ccc(/C=C/C(=O)Nc2ccc(OC)cc2[N+](=O)[O-])cc1	8	201	-8	201	6%	.	.	.	-3%
8	O=C(COc1cccc(-n2cnnn2)c1)N1CCOCC1	.	.	.	.	7%	-9	94	103	8%
9	COCCNC(=O)C(c1ccc(F)cc1)N(Cc1ccco1)C(=O)CCC(=O)Nc1nccs1 (configuration not stated)	5	113	-5	113	7%	19	92	73	-77%
10	COC(=O)CC1COc2ccccc2N1C(=O)c1cccc(Cl)c1 (configuration not stated)	-12	115	12	115	2%	.	.	.	10%
11	O=C(NCc1ccc2c(c1)OCO2)C1COc2ccccc2O1 (configuration not stated)	-3	116	3	116	.	-9	100	109	.
12	C=CCOC(=O)C1=C(C)NC(SCC(=O)Nc2ccc(C)c(Cl)c2)=C(C#N)C1c1ccco1 (configuration not stated)	18	141	-18	141	-56%	-10	7	17	-14%

In the list so far, two contain a COOH group.
item	SMILES	IL1B NFkB pot	IL1B NFkB pot cell count 2 µM	NFkB transloc inh	NFkB transloc inh cell count 2 µM	Bcl-B TR3 displacers	MRP reversal	MRP reversal cytotoxicity	MRP reversal with doxorubicin	PLAP inhibitors HTS
1	O=C(O)CN1C(=O)Nc2ccc(Br)cc2C1c1ccccc1 (configuration not stated)	.	.	.	.	-3%	14	96	82	-40%
5	NC(=O)CC(NC(=O)OCc1ccccc1)C(=O)O (configuration not stated)	0	196	0	196	-19%	8	102	94	-12%

(list continues)
item	SMILES	IL1B NFkB pot	IL1B NFkB pot cell count 2 µM	NFkB transloc inh	NFkB transloc inh cell count 2 µM	Bcl-B TR3 displacers	MRP reversal	MRP reversal cytotoxicity	MRP reversal with doxorubicin	PLAP inhibitors HTS
13	O=C(CSc1n[nH]c(-c2cccs2)n1)NCc1ccc2c(c1)OCO2	-5	77	5	77	-8%	-8	86	94	-54%
14	COC(=O)c1ccc(NC(=O)CSc2nc(C)cc(=O)[nH]2)cc1	13	188	-13	188	9%	15	101	86	0%
15	O=C(Nc1cccc2cccc(NC(=O)c3ccco3)c12)c1ccco1	12	118	-12	118	0%	-5	88	93	0%
16	Cc1ccc(Nc2cccccc2=O)cc1	7	174	-7	174	8%	0	105	105	24%
17	O=C(CSc1nnc(-c2ccccc2F)o1)OCc1ccccc1	1	129	-1	129	-4%	-1	89	90	14%
18	O=C(CN1CCSCC1)N/N=C/c1ccccc1F	9	85	-9	85	-1%	12	96	85	12%
19	COCC(C)NCc1cccc(C)c1 (configuration not stated)	-3	148	3	148	0%	5	90	86	-6%
20	COc1ccc(NC(=O)CSc2nnc(Cc3cccs3)n2-c2ccc(C)cc2)cc1	14	202	-14	202	-6%	-37	40	77	20%
21	O=C(c1ccccc1)c1nc[nH]c1C(=O)Nc1ccccn1	-3	41	3	41	0%	-16	60	76	-117%
22	[N-]=[N+]=CC(=O)CCCN1C(=O)c2ccccc2C1=O	3	143	-3	143	0%	5	93	88	-32%
23	O=C(CN1CCN(c2ccccc2F)CC1)Nc1ccccc1F	-18	149	18	149	7%	5	95	90	-57%
24	Cc1nc2ccccc2n1CC(=O)N/N=C\c1ccccn1	12	159	-12	159	0%	.	.	.	-50%
25	CCOC(=O)C(NC(=O)c1ccccc1)(Nc1nnc(C)s1)C(F)(F)F (configuration not stated)	6	147	-6	147	.	6	88	81	.
26	COc1cccc(C(=O)NCc2ccc(-c3nc4ccccc4s3)cc2)c1	-25	202	25	202	-27%	.	.	.	-33%
27	CCCn1c(SCC(=O)Nc2cccc(C)n2)nnc1-c1ccco1	14	196	-14	196	0%	-18	83	101	18%
28	Cc1ccc(NC(=O)CSc2nc3c(c(=O)[nH]2)CCC3)cc1C	25	114	-25	114	0%	4	79	74	4%
29	COc1ccc2nc(NC3=NCCC3)sc2c1	1	58	-1	58	0%	14	97	84	-43%
30	COc1ccc(C(c2nnnn2C2CCCC2)N2CCN(C3CCCC3)CC2)cc1OC (configuration not stated)	-3	165	3	165	-4%	-11	75	86	-34%
31	CC(=O)Oc1ccc2oc(C)c(C(=O)N3CCOCC3)c2c1	2	184	-2	184	-4%	5	103	98	-1%
32	CCCN(Cc1cc2ccc(C)cc2[nH]c1=O)C(=O)c1ccccn1	2	165	-2	165	-6%	14	82	68	4%
33	N/C(Cc1ccc(Cl)cc1)=N\OC(=O)c1ccccc1	-20	85	20	85	-1%	2	82	80	7%
34	O=C(Nc1ccc2nc(-c3cccs3)c(-c3cccs3)nc2c1)N1CCOCC1	-30	106	?	.	0%	-16	48	63	-29%
35	COc1ccc(-c2nn(-c3ccccc3)cc2C(=O)Nc2nc(CC(C)=O)ns2)cc1	2	181	-2	181	9%	32	86	55	-9%
36	Cc1cc(C)c(NC(=O)c2ccccc2CCc2ccccc2)c(C)c1	-11	148	11	148	2%	.	.	.	6%
37	Cc1oc(-c2ccccc2)cc1C(N)=O	-2	152	2	152	.	17	94	77	.
38	Cc1n[nH]c(C)c1S(=O)(=O)NCCc1ccc(Cl)cc1	-11	50	11	50	-3%	-2	106	108	2%
39	CCC(=O)Nc1nnc(SCC(=O)Nc2ccc(F)cc2)s1	0	165	0	165	1%	10	99	90	-2%
40	N#CCc1nc2n(n1)Cc1ccccc1-2	8	73	-8	73	0%	-11	92	104	0%
41	CCCCNC(=O)c1ccc2c(=O)n(CCCOCC)c(=S)[nH]c2c1	9	160	-9	160	4%	9	94	84	12%
42	CCN1CCN(c2ncnc3c2cnn3-c2ccccc2)CC1	0	53	0	53	4%	13	88	75	-52%
43	CCn1cc(C2=NOC(C(=O)Nc3ccccc3C(=O)OC)C2)c(C)n1 (configuration not stated)	-8	91	8	91	6%	4	90	86	-19%
44	CCCc1nc2ccccc2c(C(=O)OCC(=O)c2ccc3c(c2)NC(=O)CO3)c1CC	1	170	-1	170	-1%	-5	43	48	-10%
45	Cc1ccccc1NC(=O)c1ccccc1NC(=O)c1ccco1	25	112	-25	112	-13%	-1	87	88	32%
46	COc1ccccc1OCc1ccc(C(=O)NCc2ccco2)o1	6	146	-6	146	7%	-5	96	101	-18%
47	COc1cc(-c2nnc(SCc3cccnc3)n2C)cc(OC)c1O	7	125	-8	125	-6%	2	85	83	6%
48	O=P(Cc1ccncc1)(c1ccccc1)c1ccccc1	.	.	.	.	-2%	6	98	93	5%
49	CCCc1cc(=O)[nH]c(SCCOc2ccc(OCC)cc2)n1	4	197	-4	197	-2%	21	105	84	-43%
50	CCCCCn1c(=S)[nH]c2ncccc2c1=O	-24	199	24	199	-21%	2	95	92	10%
51	CCOC(=O)N1CCN(S(=O)(=O)c2ccc3c(c2)CCN3C(=O)C2CC2)CC1	-2	98	2	98	7%	23	89	66	-42%
52	COC(=O)c1sc(NC(=O)CSc2nnc(C(C)C)n2C)nc1C	11	174	-11	174	-3%	3	83	81	-10%
53	Cc1cccc(NC(=O)c2sc3nc(-c4ccc(F)cc4)cn3c2C)n1	5	122	-6	122	-199%	-10	90	100	-19%
54	COc1cc(C(=O)NCCCNc2nc3cc(C)cc(C)c3cc2C#N)cc(OC)c1OC	20	194	-20	194	-3%	-10	59	70	-34%
55	CC(C)C(=O)NC(=S)Nc1ccccn1	-4	163	4	163	-20%	.	.	.	1%
56	CCOC(=O)c1cc(=O)n2nc(-c3ccc(C)cc3)nc2s1	-7	134	7	134	3%	-5	105	110	0%
57	COc1ccccc1N(CC(=O)Nc1cccnc1)S(=O)(=O)c1ccccc1	-5	48	5	48	-5%	-7	81	89	-2%
58	O/N=C1/CCc2nonc2/C1=N/O	29	210	-29	210	-3%	.	.	.	-15%
59	COc1ccc(/C=N/Nc2nnc(-c3ncc[nH]3)c3ccccc23)cc1	-6	175	6	175	18%	-1	67	68	-15%
60	CC(C)N1C(=O)C2C(c3ccccc3O)NC(C)(C(=O)O)C2C1=O (configuration not stated)	-12	132	12	132	0%	-2	94	96	-42%
61	COc1cc2c(cc1OC)CN(C(=O)COc1ccc(C#N)cc1)CC2	9	159	-9	159	6%	-4	81	85	-1%
62	CC(CCc1ccco1)NC(=O)Cn1ncc2c1-c1ccccc1OC2 (configuration not stated)	7	37	-7	37	-2%	4	96	92	-61%
63	C/C(N)=N\S(=O)(=O)c1ccc(Cl)cc1	6	132	-6	132	1%	-3	83	86	7%
64	COc1ccc(C(C(=O)Nc2ccc(C(C)C)cc2)N(C)C(=O)CNC(C)=O)cc1 (configuration not stated)	12	198	-12	198	-8%	7	102	95	-56%
65	COc1ccc(CNC(=O)c2c(O)c3cccc4c3n(c2=O)CCC4)cc1	1	157	-1	157	6%	-10	99	109	-13%
66	COc1ccc(C(=O)Nc2ccccc2C(N)=O)cc1	1	110	-1	110	2%	8	87	79	15%
67	COc1cccc(/C=C2\N=C(c3c(-c4ccccc4)noc3C)OC2=O)c1OC	15	77	-15	77	3%	-12	68	81	-35%
68	CN(C=C1C(=O)CC(C)(C)CC1=O)CCN1CCNCC1	-6	54	6	54	-4%	4	96	92	-9%
69	O=C(CSc1nnc(-c2ccccc2)o1)n1c2c(c3ccccc31)CCCC2	.	.	.	.	2%	-4	91	95	5%
70	CC(C)c1ccc(CNC(=O)CSCC(=O)Nc2ccc3ccccc3c2)cc1	7	68	-7	68	20%	.	.	.	-12%
71	O=C(C1CCN(S(=O)(=O)Cc2ccccc2)CC1)N1CCCc2ccccc21	10	193	-10	193	-6%	4	78	75	-9%
72	CCn1c(COc2ccccc2C)nnc1SCC(=O)OC	.	.	.	.	-4%	-2	88	90	-17%

New compounds follow.
item	SMILES	IL1B NFkB pot	IL1B NFkB pot cell count 2 µM	NFkB transloc inh	NFkB transloc inh cell count 2 µM	Bcl-B TR3 displacers	MRP reversal	MRP reversal cytotoxicity	MRP reversal with doxorubicin	PLAP inhibitors HTS
73	Cc1ccc(S(=O)(=O)N2CCCC(C(=O)Nc3cccnc3)C2)cc1 (configuration not stated)	31	148	-31	148	13%	4	93	89	9%
74	Cc1ccccc1C(=O)c1c[nH]c(C(=O)NCC2CCCO2)c1 (configuration not stated)	0	172	0	172	6%	.	.	.	-13%
75	O=C(C1=COCCO1)N1CCN(C(c2ccccc2)c2ccccc2)CC1	17	127	-17	127	5%	-11	85	96	-46%
76	Cc1ccc(S(=O)(=O)CCc2nnc(NC(=O)c3cnccn3)s2)cc1	-7	192	7	192	3%	4	85	81	-22%
77	Cc1onc(-c2ccccc2)c1C(=O)Nc1ccncc1	-1	116	1	116	46%	13	97	84	-15%
78	Cc1oc(-c2ccccc2F)nc1CN1CCC(C(=O)NCc2ccco2)CC1	1	143	-1	143	-36%	-27	38	65	-30%
79	CCCc1cc(=O)[nH]c(SCc2nc3ccccc3s2)n1	4	88	-4	88	-5%	-3	99	103	-3%
80	CCOC(=O)C1CCN(c2nc3cc(OC)ccc3cc2C#N)CC1	-8	114	8	114	-16%	12	91	79	-53%
81	O=C(c1cc2ccccc2o1)N1CCCCCC1	20	97	-20	97	.	16	94	77	.
82	COc1ccc(/C=N\NS(=O)(=O)c2ccc(Cl)cc2)cc1COc1ccccc1[N+](=O)[O-]	0	128	0	128	.	-8	93	101	.
83	Cn1c(NCc2ccccc2)cc(=O)n(C)c1=O	-6	146	6	146	8%	1	85	84	22%

Assay outcomes deposited in PubChem BioAssay by several laboratories.
